TRPV1 ag = HTS Assay for Compounds that Act as Agonists of the Vanilloid Receptor 1; Transient receptor potential cation channel subfamily V member 1 (Homo sapiens), Q8NER1; TRPV1-expressing cells, Fluo-8 calcium influx, agonist mode; activation, % at 8.33 µM; actives 0.19% (n = 320,000); in the data active = activation above about 80%; inconclusive = between about 30% and that limit; also: 0% is about no effect
Target sequence (Q8NER1 whole entry, looked up): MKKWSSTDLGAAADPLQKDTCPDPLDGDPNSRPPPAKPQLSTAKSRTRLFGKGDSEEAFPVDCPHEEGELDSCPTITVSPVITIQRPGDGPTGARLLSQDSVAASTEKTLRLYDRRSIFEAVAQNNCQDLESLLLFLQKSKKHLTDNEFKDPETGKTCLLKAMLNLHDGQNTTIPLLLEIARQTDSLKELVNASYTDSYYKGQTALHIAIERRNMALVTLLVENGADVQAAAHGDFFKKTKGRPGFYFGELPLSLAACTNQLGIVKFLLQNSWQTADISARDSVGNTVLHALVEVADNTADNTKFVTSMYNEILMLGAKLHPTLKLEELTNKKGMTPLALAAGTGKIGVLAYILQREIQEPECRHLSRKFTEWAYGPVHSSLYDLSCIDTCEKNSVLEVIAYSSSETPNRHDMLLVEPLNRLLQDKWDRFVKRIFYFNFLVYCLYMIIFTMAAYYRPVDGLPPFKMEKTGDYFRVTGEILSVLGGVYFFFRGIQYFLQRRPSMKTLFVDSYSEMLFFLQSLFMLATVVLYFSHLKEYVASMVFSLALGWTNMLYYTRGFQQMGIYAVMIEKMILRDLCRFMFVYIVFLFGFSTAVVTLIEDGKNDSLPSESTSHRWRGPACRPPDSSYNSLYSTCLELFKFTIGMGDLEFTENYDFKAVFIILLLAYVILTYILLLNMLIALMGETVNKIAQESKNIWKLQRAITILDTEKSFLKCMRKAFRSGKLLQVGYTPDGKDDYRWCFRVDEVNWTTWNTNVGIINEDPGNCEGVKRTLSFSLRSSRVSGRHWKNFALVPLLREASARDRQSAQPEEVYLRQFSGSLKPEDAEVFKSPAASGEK
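TRPV1-expressing cells were cultured overnight at 35.5C and loaded with Fluo-8 calcium dye for 40 to 90 min at room temperature. After a 10 s baseline, compound was added and calcium influx was read kinetically for 3 min (ex 480/em 520 nm).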
GALK inh = qHTS Assay for Inhibitors of Human Galactokinase (GALK); Purified GALK, Kinase-Glo residual ATP luminescence; P51570; actives 0.007% (n = 270,000); Potency, µM (highest dose often 57.5 µM), inactives show at the highest dose activity change, negative = inhibition, most hits filed as inhibitors; also: potency is read from the fitted curve at half-maximal effect; % is scaled to controls: 0 for no effect and ±100 for the full control effect
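ATP-depletion format; final 35 uM ATP, 100 uM D-galactose, 5 nM enzyme; pH 8.0 HEPES/Mg2+ buffer; 60 min RT; luminescence read 10 min after detection reagent.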
ASM inhibitor = Inhibitors of Secretory Acid Sphingomyelinase (S-ASM): qHTS; placental ASM, HMU-PC fluorogenic substrate, 60 min; Potency, µM (top dose mostly 57.5 µM), inactives show at the highest dose activity change, negative = inhibition, usual class: inhibitors; actives 0.006% (n = 340,000); also: potency is read from the fitted curve at half-maximal effect
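qHTS format. ASM enzyme prepared from human placenta hydrolyses the fluorogenic substrate HMU-PC0 (9 uM final) over 60 min at 37 °C after a 10 min compound preincubation.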
Coupling enz = qHTS Assay for Inhibitors of Fructose-1,6-bisphosphate Aldolase from Giardia Lamblia: Coupling assay counterscreen | coupling enzyme system counterscreen, AmpLite Red fluorescence | activity change, negative = inhibition, % at 58.2 µM, hits read low | AID 2472, 2010 | actives 0.67% (n = 290,000); in the data active = activity change below about -30%; also: % is scaled to controls: 0 for no effect and ±100 for the full control effect
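Coupling enzymes only (glyceraldehyde-3-phosphate) + compound, at 57.5 uM final, 10 min RT; add substrate/coupling/AmpLite Red mix, 20 min RT; fluorescence ex 525/em 598 nm. Actives flag coupling-system interference.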
A-T KAP1 phos = qHTS Assay for Identifying a Potential Treatment of Ataxia-Telangiectasia | […] A-T fibroblasts, KAP-1 phosphorylation AlphaLISA; neocarzinostatin DNA damage 30 min before lysis | actives 0.19% (n = 320,000) | AID 485349, 2010 | Potency, µM (top dose mostly 57.5 µM), without a hit: at the top dose activation, hits mostly activators; also: potency is read from the fitted curve at half-maximal effect; % of control where 0% means no effect; nearly all actives have a fitted effect of over 45% in size
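ATM-like activity read as KAP-1 phosphorylation via AlphaLISA donor/acceptor antibody pairs after lysis and 6 hr at 25C. Cells were ATM-null patient fibroblasts ([…], hTERT), dosed 60 min, then exposed to the DSB inducer NCS for 30 min.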
MBNL1-CUG inh = qHTS Assay for Inhibitors of MBNL1-poly(CUG) RNA binding | actives 0.036% (n = 280,000) | TR-FRET MBNL1-His/biotin-(CUG)12 binding, 665/545 ratio | Potency, µM (highest dose often 57.5 µM), inactives show at the top dose activity change, negative = inhibition, hits mostly inhibitors | Muscleblind-like protein 1 (Homo sapiens), Q9NR56; active = well fitted inhibition curve with a large enough effect in the signal ratio, with a control signal flat, not every such curve was filed as active; inconclusive = small, poorly fitted or top-dose-only effect, or effect the other way, or a change in a side signal; inactive = no such curve, though single readings can be large or run the other way; the % refers to the signal ratio; also: potency is read from the fitted curve at half-maximal effect; % is scaled to controls: 0 for no effect and ±100 for the full control effect
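Compound titration spanned 92 nM–58 uM against the MBNL1-His/biotin-(CUG)12 complex. After 60 min at room temperature with 5 nM streptavidin-XL665 and 0.055 ng/ul terbium anti-His, ratiometric 665/545 nm emission (Ex 340 nm) normalized to controls.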
MLL CXXC-DNA inh = qHTS Fluorescence Polarization Assay for Inhibitors of MLL CXXC domain - DNA interaction. AID 2662, 2010. MLL-CXXC / FITC-HOXA9 DNA fluorescence polarization. Potency, µM (top dose mostly 115 µM), for the others: at the highest dose activity change, negative = inhibition, actives largely listed as inhibitors. Histone-lysine N-methyltransferase 2A (Homo sapiens), Q03164. actives 0.037% (n = 290,000); active = well fitted inhibition curve with a large enough effect in the polarisation, with a control signal flat, not every such curve was filed as active; inconclusive = small, poorly fitted or top-dose-only effect, or effect the other way, or a change in a side signal; inactive = no such curve, though single readings can be large or run the other way; the % refers to the polarisation; also: potency is read from the fitted curve at half-maximal effect
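Purified MLL-CXXC (added from a 7 uM solution) was preincubated 5 min at ambient with pinned compounds in 50 mM Tris-HCl pH 7.5, 50 mM NaCl, 1 mM DTT, 0.05% BSA. Fluorescein-labeled HOX-A9 DNA (50 nM solution) followed, 30 min, then polarization read.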
KCNH2 3.1 block = qHTS for Inhibitors of KCHN2 3.1: Mutant qHTS | Potassium voltage-gated channel subfamily H member 2, brain isoform KCNH2 3.1 (human) | U2OS KCNH2 3.1, thallium flux FluxOr; stronger effect = lower value | activity change, % (tested at about 1.8 µM) | actives 0.95% (n = 340,000);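 active = maximum activity change below -70%; inconclusive = maximum activity change from -70% to -50%; inactive = maximum activity change above -50%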;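 also: thallium influx rate constant from kinetic fluorescence after stimulation buffer; % is scaled to controls: 0 for no effect and ±100 for the full control effect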
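Virally transduced U2OS (3.1 isoform, 4 h infection in dark at RT) → overnight 37 C → FluxOr + Red40 in HBSS/HEPES, 45 min → stimulation buffer, 2 min kinetic read → rate constant vs DMSO controls.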
a7 integrin act = qHTS for Activators of Integrin-Mediated Alleviation for Muscular Dystrophy. alpha7betagal myoblasts, beta-gal FDG fluorescence, 48 h. Potency, µM (highest dose often 38.3 µM), inactives show top-dose activation, most hits filed as activators. actives 0.064% (n = 350,000). AID 624291, 2012;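 also: potency is read from the fitted curve at half-maximal effect; 100% = response of the positive control SU9516; nearly all actives have a fitted effect of over 60% in size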
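Alpha7betagal+/- myoblasts (passage 13) were plated 16-24 hr, then exposed to compounds (1:260 dilution of DMSO stock) for 48 hours at 37C. After MPER lysis, β-galactosidase reporter activity was read as FDG fluorescence (ex 480/em 540) after 30 minutes.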
KCNH2 WT inh = qHTS for Inhibitors of KCHN2 3.1: Wildtype qHTS | Voltage-gated inwardly rectifying potassium channel KCNH2 (Homo sapiens), Q12809 | U2OS, BacMam KCNH2, thallium flux FluxOr; stronger effect = lower value | activity change, % at 1.84 µM | actives 0.37% (n = 340,000) | AID 720551, 2013;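 active = maximum activity change below -70%; inconclusive = maximum activity change between -70% and -50%; inactive = maximum activity change above -50%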; also: % is scaled to controls: 0 for no effect and ±100 for the full control effect
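U2OS cells transduced with wild-type KCNH2 virus are loaded with FluxOr dye for 45 min, and thallium flux is measured in kinetic reads before and after stimulation buffer. Rate constants are normalized to DMSO controls.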
* marks the source's active call; other numbers are inactive results; ? = inconclusive; . = no result given; & = joins results of further samples; [ ] = dose if it differs, or a comment. Unless noted, calls follow the shape of the dose curve; as a rule, active = well fitted curve in the direction sought with a large enough effect; inconclusive = small, poorly fitted or top-dose-only effect, or another doubt; inactive = no such curve, though single readings can be large; an effect the other way counts as inactive or inconclusive.

Start of the data: the first two entries as a preview:
SMILES	TRPV1 ag	GALK inh	ASM inhibitor	Coupling enz	A-T KAP1 phos	MBNL1-CUG inh	MLL CXXC-DNA inh	KCNH2 3.1 block	a7 integrin act	KCNH2 WT inh
Cc1ccccc1N1C(=O)CC(=O)NC1=O	-2	1%	-4%	4	-1%	-3%	-8%	-4	25%[7.66 µM]	12
Cc1cccc(NP(=O)(Oc2ccccc2)Oc2ccccc2)c1C	17	6%	-5%	0	7%	0%	4%	-7	0%	-242*

All compounds of this part, repeating the preview:
SMILES	TRPV1 ag	GALK inh	ASM inhibitor	Coupling enz	A-T KAP1 phos	MBNL1-CUG inh	MLL CXXC-DNA inh	KCNH2 3.1 block	a7 integrin act	KCNH2 WT inh
Cc1ccccc1N1C(=O)CC(=O)NC1=O	-2	1%	-4%	4	-1%	-3%	-8%	-4	25%[7.66 µM]	12
Cc1cccc(NP(=O)(Oc2ccccc2)Oc2ccccc2)c1C	17	6%	-5%	0	7%	0%	4%	-7	0%	-242*
O=C(CN1CCCCC1)c1ccc(F)cc1	0	1%	1%	0	4%	-3%	-2%	0	-27%	1
COc1cc(OC)cc(-n2nc(C(=O)N3CCC4(CC3)OCCO4)c3ccccc3c2=O)c1	7	2%	2%	5	2%	-4%	7%	-4	36%	-26
CCc1cc(=O)oc2cc(OC(=O)c3ccco3)ccc12	-7	4%	.	.	-2%	6%	84%[activator]	3	41%	0
Cc1ccc2c(c1)C1CN(C)CCC1N2C(=O)c1cn(-c2ccccc2)nc1-c1ccccc1 (centres undefined)	21	-1%	-1%	0	27%	-3%	12%	4	-62%[inhibitor]	18
CC1=NCCc2c1[nH]c1cc(O)ccc21	-3	.	427%[activator]	-4&4&0	31%	.	.	-7	.	-9
COC(=O)C1=C(c2ccc(OC(F)(F)F)cc2)C[C@@H]2CC[C@H]1N2C(=O)NC(C)C	5	.	0%	.	5%	.	.	-13	-3%	-28
Cc1cccc(-n2c(O)c(/C=N/N3CCOCC3)c(=O)[nH]c2=S)c1	1	2%	2%	1	-4%	-2%	7%	12	-1%	22
O=C(NC1CC1)C1CSC(c2cccnc2)=N1 (centres undefined)	2	0%	5%	2	-3%	10%	-10%	-2	2%	-15
CN(C)C(=O)Oc1ccc(OCc2n(C)c3ccccc3[n+]2C)cc1	2	.	4%	1	2%	1%[11.5 µM]	10%	4	15%	2
COc1ccccc1N=Nc1ccc(N)c(C)c1	1	0%	-11%	0	-30%	?	?	0	0%	-16
O=[N+]([O-])c1ccc(NCCO)c2ncccc12	1	-2%	-6%	-4	-7%	?	11%	-5	1%	-1
O=C(NCCN1CCOCC1)c1ccc(Cl)nc1Cl	-1	0%	-1%	0	4%	-7%	1%	-3	-5%	-14
COC(=O)C1=C(c2cccc(C#N)c2)C[C@@H]2CC[C@H]1N2C(=O)NCC1CC1	0	.	-6%	.	-26%	.	.	-3	11%	4
Cc1cccc(CNCCc2ccccc2)n1	2	1%	4%	2	1%	11%	0%	-1	7%	23
O=c1[nH]c(=O)n(Cc2ccccc2)c(O)c1C=NCCCO	-3	0%	0%	0	0%	0%	63%[activator]	0	-17%	-2
Cc1cccc(OCCn2cccc2/C=C2/C(=O)NC(=O)N(Cc3ccco3)C2=O)c1	13	1%	-19%	1	18%	-7%	-30%	-1	8%	-13
CC(C)Oc1ccc(C2(C#N)CC[N+](C)(C)CC2)cc1	1	2%	4%	2	1%	.	4%	-10	-4%	4
Cc1ccc(NP(=O)(Oc2ccccc2F)Oc2ccccc2F)cc1	16	1%	-7%	3	-8%	-6%	-8%	3	-7%	8
O=C1NC(=O)C(=Cc2ccc(-c3ccc(F)cc3O)o2)C(=O)N1	1	.	0%	2	2%	-5%	3%	.	8%	.
CCCCn1c(O)c(C(=O)/C=C/c2c[nH]c3ccccc23)c(=O)[nH]c1=O	0	1%	7%	1	.	5%	?	-7	-5%	-8
C=CCn1c(O)c(/C(C)=N/N2CCN(C)CC2)c(=O)[nH]c1=O	0	-1%	4%	5	0%	-7%	-4%	-2	?	-7
O=c1c2ccccc2nc(-c2ccccc2)n1-c1cccc(O)c1	18	-2%	-4%	2	0%	-1%	0%	6	11%	-1
CC(C)COP(=O)(OCC(C)C)C(O)c1cccnc1 (centres undefined)	1	1%	7%	4	-10%	4%	0%	17	12%	-16
COc1ccc(C=C2C(=O)NC(=S)NC2=O)cc1	.	.	-1%	.	.	.	.	10	-10%	-6
O=C1Nc2ccc(Br)cc2C(c2ccccc2)=NC1O (centres undefined)	-1	.	-3%	-1	3%	2%	-5%	37	-6%	3
Cc1cc(OCC(=O)N2CCC(C(=O)NCC(C)C)CC2)c2c3c(c(=O)oc2c1)CCCC3	0	-1%	0%	1	-4%	1%	-1%	13	-5%	-13
Cc1ccc(C2N(c3cc(C)on3)C(=O)C3CCCN32)cc1 (centres undefined)	0	-1%	0%	-4	-4%	-5%	-6%	10	9%	2
Nc1nc(N)c2nc(CNc3ccc(C(=O)NC(CCC(=O)O)C(=O)O)cc3)cnc2n1 (centres undefined)	2	.	.	1	-6%	?	-10%	.	.	.
CC(=O)OC1CCC2(/C=N/O)C(=CCC3C4CCC(=O)C4(C)CCC32)C1 (centres undefined)	2	-1%	-1%	-3	2%	0%	14%	-4	12%	-15
Cc1ccc2c(c1)C(c1ccccc1)NCC(=O)N2 (centres undefined)	0	-2%	5%	2	-2%	-6%	-1%	10	-13%	5
Cc1nc(NS(=O)(=O)c2cccc([N+](=O)[O-])c2)sc1C(C)(C)C	?	0%	-2%	-3	2%	?	-1%	-1	-9%	5
O=C1N=c2ccccc2=C/C1=C\c1c(O)[nH]c(=S)[nH]c1=O	5	1%	27%	0	-8%	?	-6%	7	-17%	-1
COc1ccccc1CNC(=O)CCC(=O)N1C[C@H]2C[C@@H](C1)c1cccc(=O)n1C2	-5	.	2%	2	-2%	7%	1%	-2	21%	-2
COCCNC(=O)Cn1cc(C=C2C(=O)NC(=O)NC2=O)c2ccccc21	-3	1%	-5%	2	5%	-6%	?	4	1%	5
CC(=O)Nc1cc(C(=O)N2CCC3(CC2)OCCO3)ccc1S(=O)(=O)c1ccc(Cl)cc1	1	-4%	3%	1	1%	-4%	-2%	21	14%	-22
CC(=O)C1C2c3ccccc3O[C@@]1(C)N=c1s/c(=C/c3ccoc3)c(=O)n12 (some centres undefined)	14	1%	-2%	-3	-19%	?	10%	-1	33%	-1
CCOc1ccc(N2C(=O)/C(=C\c3cccs3)C(=O)NC2=S)cc1	2	-2%	-9%	-2	-1%	.	3%	8	-64%[inhibitor]	12
S=P(Nn1cnnc1)(c1ccccc1)c1ccccc1	4	12%	4%	5	-7%	-3%	5%	11	-12%	-7
CCCCCCn1c(=O)c(C(=O)Nc2nc(CC(=O)OCC)cs2)c(O)c2ccccc21	-4	2%	-1%	0	3%	-13%	0%	12	0%	3
Cc1cccc(N2C(=O)/C(=C/N3CCN(C(=O)c4ccco4)CC3)C(=O)NC2=S)c1	2	5%	2%	2	12%	1%	8%	-15	0%	-15
CCOc1cccc(C2NCc3ccccc3-n3cccc32)c1O (centres undefined)	0	0%	-3%	0	1%	0%	-2%	-7	-10%	30
CCN(CC)C(=O)c1ccc(NC(=O)COC(=O)c2ccc(Cl)s2)cc1	1	.	-2%	.	0%	.	.	-8	-19%	5
O=P(Nc1cccc(F)c1)(Oc1ccccc1F)Oc1ccccc1F	11	4%	-3%	-2	-12%	-3%	0%	7	-2%	3
CCCCCCn1c(O)c(/C=N/N2CCCCCC2)c(=O)[nH]c1=O	-3	-3%	-2%	0	-1%	-1%	13%	-3	-2%	0
COC(=O)C1(C(=O)O)Cc2cc([N+](=O)[O-])ccc2N2CCCC21 (centres undefined)	-2	-6%	-11%	1	-9%	?	-6%	-8	-12%	14
CN1C(=O)N(C)C(=O)C(CCc2ccncc2)(CCc2ccncc2)C1=O	0	3%	6%	2	-2%	-9%	3%	11	19%	-6

Source: PubChem BioAssay

This is a subset. The share of hits here may be higher or lower than overall.
